# Screens: PubChem, The Scripps Research Institute Molecular Screening Center
# TEAD-YAP block – TEAD-YAP interaction inhibition | HEK-TIYL cells, TEAD-Gal4/YAP UAS-luciferase luminescence | inhibition, % at 9.12 µM | actives 1.4% (n = 640,000) | AID 1259422; in the data active = inhibition above about 32%;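 note: 0% = median of test compound wells and 100% = reference inhibitor wells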
# MITF inh – human MITF inhibition, primary screen; O75030; AlphaScreen MITF homodimerization, bead proximity signal; inhibition, % at 2.6 µM; actives 0.91% (n = 650,000); AID 1259374; in the data active = inhibition above about 50%;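 note: 0% = vehicle wells with protein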
# Target sequence (O75030 whole entry, looked up): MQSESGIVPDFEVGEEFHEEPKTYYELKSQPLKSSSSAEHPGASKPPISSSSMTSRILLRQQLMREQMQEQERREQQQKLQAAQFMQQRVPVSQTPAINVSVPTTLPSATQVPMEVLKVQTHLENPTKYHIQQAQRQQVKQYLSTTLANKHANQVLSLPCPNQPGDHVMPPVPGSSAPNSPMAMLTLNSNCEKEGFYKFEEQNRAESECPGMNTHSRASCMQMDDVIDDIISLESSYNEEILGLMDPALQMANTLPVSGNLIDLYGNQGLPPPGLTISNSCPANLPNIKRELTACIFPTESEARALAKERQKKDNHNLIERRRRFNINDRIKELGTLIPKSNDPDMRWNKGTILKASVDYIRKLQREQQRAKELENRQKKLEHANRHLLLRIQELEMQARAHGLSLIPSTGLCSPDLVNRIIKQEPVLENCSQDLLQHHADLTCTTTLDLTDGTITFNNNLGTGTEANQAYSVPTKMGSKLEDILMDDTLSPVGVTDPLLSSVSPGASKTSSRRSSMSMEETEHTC
# FBW7 activator – human FBW7 E3 ligase activation, primary screen; AlphaScreen FBW7–phospho-cyclin E peptide binding, activator screen; normalized activity (activation), % at 26.1 µM; actives 0.13% (n = 650,000); in the data active = normalized activity above about 1.9%;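 note: purified mutant Fbw7 with reduced substrate affinity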
# GPR151 activ – activators of human GPR151. Q8TDV0. PathHunter beta-arrestin GPR151 cells, luminescence. activation, % at 11.2 µM. actives 1% (n = 650,000); in the data active = activation above about 4.9%;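 note: 0% = median of compound wells and 100% = cells with positive control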
# Target sequence (Q8TDV0 whole entry, looked up): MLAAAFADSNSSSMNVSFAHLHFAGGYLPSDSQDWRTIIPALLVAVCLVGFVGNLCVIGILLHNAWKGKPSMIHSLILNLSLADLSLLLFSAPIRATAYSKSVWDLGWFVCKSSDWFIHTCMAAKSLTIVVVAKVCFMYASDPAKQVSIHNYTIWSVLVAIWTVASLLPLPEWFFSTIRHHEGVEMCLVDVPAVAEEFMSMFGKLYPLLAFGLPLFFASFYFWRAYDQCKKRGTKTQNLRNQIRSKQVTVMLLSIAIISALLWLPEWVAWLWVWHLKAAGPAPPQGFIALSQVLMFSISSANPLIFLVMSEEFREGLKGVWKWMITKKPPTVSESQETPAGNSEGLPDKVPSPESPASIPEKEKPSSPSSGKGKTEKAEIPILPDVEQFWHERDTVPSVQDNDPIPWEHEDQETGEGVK
# * marks the source's active call; other numbers are inactive results. Rows are unselected. Share with any hit: about 3.5%.
# Values run as follows: TEAD-YAP block, MITF inh, FBW7 activator, GPR151 activ
Clc1ccc(-n2cc(CN3CCCC(N4CCOCC4)C3)cn2)cc1 (stereo not given)
 : 5, 9, 0.0, 0.3
CC(C)CNC(C)c1ccc2c(c1)CC(c1nc3ccc(-c4ccnc(N)n4)cc3[nH]1)CO2 (stereo not given)
 : -1, 2, -0.2, -0.4
O=C(Nc1ccc(I)cc1)Oc1ccc([N+](=O)[O-])cc1
 : 0, 1, -0.1, -0.1
COc1cc2ccccc2cc1C(=O)Nc1ccc2nn(-c3ccc(C)cc3)nc2c1
 : 0, 13, 0.2, 0.2
CC(NC(=O)COc1ccccc1)c1nnc2n1CCN(Cc1ccc3c(c1)OCO3)CC2 (stereo not given)
 : -10, 7, -0.1, 1.0
N#C/C(=C\c1ccc(OC(=O)c2ccccc2)cc1)C(=O)Nc1ccc(S(N)(=O)=O)cc1
 : 1, 16, 1.0, -1.6
Cn1cc(-c2ccc3cnc(Nc4ccc(-n5cnc(N6CCOCC6)n5)cc4)nc3c2-c2cnn(C)c2)cn1
 : 88*, 7, 0.4, 1.7
Cc1ccc2nc(SCC(=O)Nc3nonc3C)c(C#N)cc2c1
 : -6, 6, 0.0, 1.7
CCOC(=O)c1c(NC(=O)CSc2nnc(CNC(=O)c3ccco3)n2-c2cccc(C)c2C)sc2c1CCCCC2
 : -3, 5, -0.1, -0.1
COCCSc1nnc(NC(=O)c2ccc(NC(C)=O)cc2)s1
 : 5, 7, -0.1, 1.1

# Looked up by structure from the list above (4):
# Values run as follows: TEAD-YAP block, MITF inh, FBW7 activator, GPR151 activ
O=C(Nc1ccc(I)cc1)Oc1ccc([N+](=O)[O-])cc1
 : 0, 1, -0.1, -0.1
Clc1ccc(-n2cc(CN3CCCC(N4CCOCC4)C3)cn2)cc1 (stereo not given)
 : 5, 9, 0.0, 0.3
COc1cc2ccccc2cc1C(=O)Nc1ccc2nn(-c3ccc(C)cc3)nc2c1
 : 0, 13, 0.2, 0.2
CC(C)CNC(C)c1ccc2c(c1)CC(c1nc3ccc(-c4ccnc(N)n4)cc3[nH]1)CO2 (stereo not given)
 : -1, 2, -0.2, -0.4

# The listing picks up, repeating the 3 entries before the break.
# Values run as follows: TEAD-YAP block, MITF inh, FBW7 activator, GPR151 activ
Cc1ccc2nc(SCC(=O)Nc3nonc3C)c(C#N)cc2c1
 : -6, 6, 0.0, 1.7
CCOC(=O)c1c(NC(=O)CSc2nnc(CNC(=O)c3ccco3)n2-c2cccc(C)c2C)sc2c1CCCCC2
 : -3, 5, -0.1, -0.1
COCCSc1nnc(NC(=O)c2ccc(NC(C)=O)cc2)s1
 : 5, 7, -0.1, 1.1
CCOc1cc(CN2CC(=O)N(c3ccccc3C)C(C)C2)ccc1OC (stereo not given)
 : -27, 19, -0.1, -1.1
C=CCSc1nnc2c(n1)OC(c1cn[nH]c1-c1ccccc1)Nc1ccccc1-2 (stereo not given)
 : -14, 11, 0.2, -0.2
COc1cccc(-c2nc(-c3[nH]c(C)c(C(C)=O)c3C)cs2)c1
 : -54, 1, 0.2, -0.8
CC(=O)OC(C(=O)N/C(=N\c1nc(C)cc(C)n1)Nc1ccccc1)c1ccccc1 (stereo not given)
 : -6, 7, 0.1, 0.9
CCCN(CCC)C(=O)CSc1nc2n[nH]c(C)c2c(=N)n1-c1cccc(C)c1
 : -20, 16, 0.3, 0.1
O=C(NCc1cccnc1)Nc1ccccc1
 : 8, 14, 0.7, -0.2
CC(=O)c1c(C)oc2c1c1c(c3ccccc32)OCN(Cc2ccco2)C1
 : -4, -5, 0.0, -0.9
CC(=O)NC(=S)Nc1ccc(F)cc1
 : -8, 5, 0.5, -0.9
c1ccc(OCCNc2nc(Nc3nccc4ccccc34)nc3c2ncn3-c2ccccc2)cc1
 : -7, -14, 0.0, -0.8
Cc1ccc(S(=O)(=O)Nc2ccccc2/C=N\n2cnnc2)cc1
 : 48*, 2, -0.1, 0.0
CC(C)C(=O)Nc1c2c(nn1-c1ccccc1)CS(=O)C2 (stereo not given)
 : 1, 13, 0.2, -1.6
Cc1cccn2c(=O)c(C=O)c(Nc3ccccc3)nc12
 : 3, 6, 0.1, -0.4
COc1cc(/C=N/n2c(C)nc3c(ncn3-c3ccccc3)c2=O)cc(OC)c1OC
 : 3, 10, 1.0, 1.2
COc1ccc(C2/C(=C(\O)c3ccc(C)cc3)C(=O)C(=O)N2c2ccc(OC)cc2)cc1 (stereo not given)
 : 0, 10, 0.3, -0.1
CCCCNC(=O)C1c2ccccc2C(=O)N(CCOC)C1c1cn(C)c2ccccc12 (stereo not given)
 : 7, 7, -0.1, 1.1
CCN=C(NCC)SC1CC(=O)N(c2cccc(Br)c2)C1=O (stereo not given)
 : -6, -11, -0.1, 0.6
O=c1oc2ccccc2cc1-c1csc(-c2ccc(Br)cc2)n1
 : 3, 14, 0.4, 2.0
CCN(CC)C(=O)C1CCCN(c2nc3ccc(C(=O)Nc4ccc(Oc5ccccc5)cc4)cc3s2)C1 (stereo not given)
 : 16, 17, 0.8, 2.1
CCOc1ccc(NC(=O)c2ccc(S(=O)(=O)c3ccccc3Cl)c([N+](=O)[O-])c2)cc1
 : 20, -1, -0.2, 0.9
OCCCNc1nccn2c(-c3ccc(F)c(Cl)c3)cnc12
 : 2, 18, 0.2, 0.0
O=C(NC1(C(F)(F)F)N=C(c2ccccc2F)NC1=O)c1ccncc1 (stereo not given)
 : -7, 0, 0.2, -1.5
O=C(NCC(=O)N1CCOC(c2ccccc2)C1)C1CCCCC1 (stereo not given)
 : -16, 9, 0.1, 0.9
N#CC1=C(SCC(=O)Nc2ccc(Cl)cc2)NC(=O)CC1c1cccs1 (stereo not given)
 : 9, -4, 0.0, -0.2
CC(=O)c1cccc(NC(=O)C(C)Oc2ccc(Cl)cc2C)c1 (stereo not given)
 : 9, 8, 0.0, -0.2
Cc1cc(C)c(/C=N/NC(=O)c2ccc(O)cc2)c(C)c1
 : -12, 5, 0.0, 1.3
Cc1nc(SCC(=O)Nc2nccs2)c2c(=O)n(C)c(=O)n(C)c2n1
 : -1, 10, 0.1, 2.5
O=C1Nc2ccc(Cc3ccc4c(c3)C(=O)C(=O)N4)cc2C1=O
 : 9, 8, -0.1, -0.6
O=C(Nc1sc2c(c1C(=O)N1CCCCC1)CCC2)c1ccccc1Cl
 : -13, -3, -0.1, 1.0
O=C(Nc1ccccc1Cl)C1CC=CCC1C(=O)N1CCOCC1 (stereo not given)
 : 5, -8, 0.0, -0.5
CC1(C)CC(=O)C=C(NNC(=O)CCCc2ccccc2)C1
 : 11, -3, -0.1, 3.6

# Next section.
SMILES	TEAD-YAP block	MITF inh	FBW7 activator	GPR151 activ
COc1cccc(NC(=O)Nc2ccc3c(c2)CCC(=O)N3Cc2ccccc2)c1OC	13	6	-0.2	-0.8
COc1ccccc1CNC(=O)C1CCC(Cn2c(=O)[nH]c3ccsc3c2=O)CC1 (stereo not given)	5	19	0.1	0.4
CC(C)OC(=O)CSC1=C(C#N)C(c2ccc(O)cc2)CC(=O)N1 (stereo not given)	-9	3	0.0	-0.5
Cc1ncoc1C(=O)Nc1ccccc1-c1ccccc1	19	3	0.1	0.4
N#Cc1cc2cc3c(cc2nc1SCC(=O)c1ccc2c(c1)OCCO2)OCCO3	-10	-1	-0.1	0.0
O=C(NC1CCCCC1)c1nn2c(C(F)(F)F)cc(-c3cccs3)nc2c1Cl	-7	-2	-0.3	-0.3
Cc1cccc(NC(=O)CSc2ccc(Cl)cc2)n1	2	1	0.0	-0.2
C/C(=N\NC(=O)c1ccc(Cl)cc1)c1ccccn1	-7	-1	0.0	-0.6
COC(=O)C1=C(NC(=O)c2ccccc2F)CCS1	2	0	0.2	1.1
COc1cc(/C=C2/C(=O)NC(=O)N(C)C2=O)cc(Cl)c1O	-13	10	-0.4	-0.1
CCOc1ccccc1-n1c(=S)sc2c(=O)n(-c3ccccc3)c(SCC3OCCO3)nc21	-6	-1	-0.1	0.4
C=CCn1c(CNC(=O)c2ccccc2F)nnc1SCC(=O)Nc1cccc(C)c1	10	5	0.1	-0.7
O=C(COC(=O)C(CCCCN1C(=O)C2C3CCC(C3)C2C1=O)N1C(=O)C2C3CCC(C3)C2C1=O)c1ccc(Br)cc1 (stereo not given)	-46	26	-0.1	-2.1
CC(C)CCN1C(=O)C2C(C(=O)Nc3ccc(Cl)cc3)C3C=CC2(O3)C1C(=O)NC1CCCC(C)C1C (stereo not given)	-3	10	0.1	-1.0
Cc1ccc(-c2nc3ccccc3s2)cc1NC(=O)c1cc(Br)ccc1Cl	-22	-9	-0.5	-0.4
O=C(c1ccc(=O)[nH]n1)N1CCC(Cn2nc(-c3ccc(F)cc3)ccc2=O)CC1	1	-9	-0.1	1.7
COc1ccc(CCNC(=O)COc2ccc(C)cc2C)cc1OC	-8	9	0.0	-1.0
O=C(NCCc1ccccn1)C1CC12CCN(CC1CC=CCC1)CC2 (stereo not given)	0	-11	-0.1	-0.4
Cc1oc(-c2cccs2)nc1CS(=O)CC(=O)NCc1ccco1 (stereo not given)	5	14	-0.1	0.5
COc1cc(C)ccc1OCCn1cnc2ccccc21	-53	7	0.1	-0.8
Cc1cccc(NC(=O)Cn2c(=O)c3ccccc3n3nncc23)c1	4	5	-0.3	0.8
CCOC(=O)c1ccc(NC(=O)c2sc3nc4c(cc3c2N)C(=O)CCC4)cc1	11	-1	-0.1	3.9
CC(=O)Nc1ccc(NC(=O)c2ccnn2C)cc1	0	9	-0.1	-0.7
CCOCCn1cnc2sc(C(=O)Nc3ccccc3C(=O)OCC)c(C)c2c1=O	-2	1	-0.1	-0.2
CN1C(=O)N(C)C2C1NC(=O)N2CCC(=O)O (stereo not given)	13	9	0.1	-0.1
CCOC(=O)CC(=O)Nc1nc(C2COc3ccccc3O2)cs1 (stereo not given)	-64	-2	0.0	-1.7
O=[N+]([O-])c1ccc(N2CCN(S(=O)(=O)c3ccccc3)CC2)cc1N1CCOCC1	-1	10	0.6	0.2
CCOc1cc(/C=C2/SC(=O)N(C(C)C)C2=O)ccc1OCC(=O)O	14	8	-0.1	-0.3
O=C(Nc1ccc2c(c1)OCO2)c1cccc2c1C(=O)N(Cc1cccnc1)C2	20	4	0.4	-0.1
Clc1ccc(-n2nnnc2SCc2nn[nH]n2)cc1	-3	-11	-0.1	-0.5
Cc1cc(Cl)ccc1NC(=O)CCc1ccc(S(=O)(=O)NC(C)C)cc1	1	9	0.0	2.1
O=c1/c(=C/c2ccccc2)sc2nc(-c3ccncc3)nn12	-5	23	0.1	2.3
Cc1ccc(Cl)c2sc(NCCN(C)C)nc12	-7	7	0.1	-0.2
Cc1cccc(CC(=O)N2CCc3c(cnc(C)c3CNS(C)(=O)=O)C2)c1	0	7	0.1	-0.3
CC(C)C[C@@H]1NC(=O)[C@@H]2C[C@H](NCc3ccccc3Cl)CN2C1=O	-27	-2	0.5	-2.2
CCOC(=O)N1CCN(C(=O)CSc2nnc(Cc3cccn3C)n2Cc2ccccc2)CC1	6	-16	0.3	1.3
O=C(Nc1cccc(Cl)c1Cl)N1CCC2(CC1)OCCO2	-33	4	-0.2	1.5
CC(Cc1c[nH]c2ccccc12)N1C(=O)C2CC=CCC2C1=O (stereo not given)	-2	4	0.0	1.1
O=C1CCCN1CCn1cnc2c(NCCOc3ccccc3)nc(Nc3nccc4ccccc34)nc21	-3	4	-0.1	1.2
Cc1nc(N2CCCCC2)sc1C(=O)c1ccc(Sc2nncn2C)c([N+](=O)[O-])c1	2	-7	-0.1	0.8
CCc1ccc(C2C(C(=O)OCCOC)=C(C)NC3=C2C(=O)CC(c2ccccc2)C3)cc1 (stereo not given)	12	13	0.9	0.2
CCCNC(=O)c1ccc2c(c1)nc(C)n2-c1cccc(Cl)c1	-14	-2	0.0	0.1
CCOc1ccc(N2C(=O)c3ccccc3NC2c2ccccc2Cl)cc1 (stereo not given)	3	3	-0.1	0.3
CCOC(=O)c1c(-c2ccc([N+](=O)[O-])cc2)csc1NC(=O)c1ccccc1	1	-10	-0.1	-1.1
Cc1ccc(NC(=O)c2cc3ccccc3oc2=Nc2ccccc2F)cc1	-2	8	0.1	-1.3
Cc1ccccc1OCC(=O)OCC(=O)NC1CC1	-9	-4	-0.1	-0.2
COc1ccc(C2=CSC3=NCCN23)cc1OC	-5	-6	-0.2	1.1
CCCCCSc1nnc2c(n1)OC(c1cc(OC)c(OC)cc1OC)Nc1ccccc1-2 (stereo not given)	6	-6	-0.2	1.1
O=S1(=O)CC/C(=N\Nc2nc3ccccc3s2)c2cc(F)ccc21	6	0	0.2	-0.3
CCOc1cccc([C@@H]2C[C@H]3CN(Cc4ccc(OC)cc4)C(=O)[C@]34CCCN24)c1	-8	-11	0.0	-0.4
COc1ccc(C(=O)/C=C/Nc2ccc(C)cn2)cc1OC	-19	-8	-0.2	-1.2
CCCN(CCO)Cc1cc(Br)c(O)c(OC)c1	7	-9	0.0	-0.4
COc1ccc(/C=C2\C(=O)ON=C2c2ccccc2)c(OC)c1	4	15	0.0	-0.4
Nc1cccc(C(=O)OCC(=O)NC2CCCc3ccccc32)c1 (stereo not given)	9	4	0.1	5.2*
CN1CCN(c2ccc(-c3nc4ccc(C(=O)NCCCN5CCCC5=O)cc4s3)cc2)CC1	-2	1	0.0	-1.7
CCCN(Cc1cccs1)C(=O)NCc1ccccc1	-5	5	0.2	8.1*
CC(C)CNC(=O)COC(=O)c1cccc(S(=O)(=O)NCC(F)(F)F)c1	4	5	0.4	-0.3
O=C(C1CCCCC1)N1CCC(O)(c2ccccn2)CC1	4	9	0.2	-0.1
